# Screening data from PubChem.
# PG9 Ab binder: binders of HIV-1 gp120 antibody PG9, primary screen, biochemical, TR-FRET. 360,000 compounds, 0.43% hits. TR-FRET gp120-PG9 antibody binding. inhibition, % at 6.7 µM; in the data active means inhibition above about 8.5%
# mABHD4 FP: ABHD4 inhibitors, primary screen, biochemical, fluorescence polarization, mouse | (Lyso)-N-acylphosphatidylethanolamine lipase (Mus musculus), Q8VD66 | purified mABHD4, FP-Rh probe fluorescence polarization | inhibition, % at 8.92 µM | 370,000 compounds, 0.54% hits | AID 720543, 2013;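 active means inhibition exceeding the mean over every tested compound plus 3 SD, cut at about 30% in these data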;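 further: 0% = plate median of compound wells and 100% = S159A mutant with DMSO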
# Target sequence (Q8VD66 whole entry, looked up): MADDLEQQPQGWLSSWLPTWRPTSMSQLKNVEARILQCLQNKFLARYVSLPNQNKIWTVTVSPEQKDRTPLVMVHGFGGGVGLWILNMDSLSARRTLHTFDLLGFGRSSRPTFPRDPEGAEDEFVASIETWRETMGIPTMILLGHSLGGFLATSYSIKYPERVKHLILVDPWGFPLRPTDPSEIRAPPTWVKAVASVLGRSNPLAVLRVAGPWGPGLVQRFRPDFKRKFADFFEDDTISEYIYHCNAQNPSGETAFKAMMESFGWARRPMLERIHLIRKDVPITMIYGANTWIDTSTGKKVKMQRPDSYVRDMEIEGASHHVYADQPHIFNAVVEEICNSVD
#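 Test system: mouse ABHD4 enzyme, wild type. Reagent: FP-Rh fluorescent activity-based probe, added after compound pre-incubation. Timing: pre-incubation 45 min, probe exposure 60 min, at 25 °C. Technique: FP readout, ex 525 nm / em 598 nm. Benchmarks: high control S159A mutant with DMSO, low control median of compound wells.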
# NR1D1 modulator: modulators of Rev-erb alpha DNA binding, primary screen, biochemical, FITC-DNA, fluorescence polarization, uHTS; Nuclear receptor subfamily 1 group D member 1 (Homo sapiens), P20393; Rev-erbα–FITC-DNA binding, 90 min; activity, % at 10 µM; 370,000 compounds, 0.79% hits; AID 1259318, 2017;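 active means activity above about 14%, limit read from the data; passing the limit was not always enough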;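 further: 0% = DMSO wells with 35 nM protein and 100% = DMSO wells with 750 nM protein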
# Target sequence (P20393 whole entry, looked up): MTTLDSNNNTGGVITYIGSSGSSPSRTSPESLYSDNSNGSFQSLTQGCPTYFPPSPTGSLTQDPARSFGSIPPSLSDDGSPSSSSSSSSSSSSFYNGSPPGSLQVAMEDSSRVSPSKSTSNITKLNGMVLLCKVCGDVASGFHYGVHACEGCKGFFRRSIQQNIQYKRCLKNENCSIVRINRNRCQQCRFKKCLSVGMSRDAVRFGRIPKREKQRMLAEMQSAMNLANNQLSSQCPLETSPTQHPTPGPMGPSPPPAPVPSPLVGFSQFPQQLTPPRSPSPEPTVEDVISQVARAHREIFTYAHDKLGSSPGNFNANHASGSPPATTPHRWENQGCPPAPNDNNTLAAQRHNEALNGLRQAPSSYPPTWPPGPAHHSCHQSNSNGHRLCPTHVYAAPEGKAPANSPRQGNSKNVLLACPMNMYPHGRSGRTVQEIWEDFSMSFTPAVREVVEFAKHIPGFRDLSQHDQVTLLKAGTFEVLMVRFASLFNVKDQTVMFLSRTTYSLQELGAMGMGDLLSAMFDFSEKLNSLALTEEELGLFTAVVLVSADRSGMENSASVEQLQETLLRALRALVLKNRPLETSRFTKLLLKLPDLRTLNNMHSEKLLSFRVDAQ
# LEDGF integ inh: blockers of LEDGF/p75-dependent integrase strand transfer – biochemical, TR-FRET, high throughput, primary screen. TR-FRET IN-LEDGF/p75 DNA integration, Eu/Cy5. inhibition, % at 3.7 µM. 370,000 compounds, 0.64% hits. AID 743269, 2014;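 active means inhibition above the screen-wide mean plus 3 SD, cut at about 13% in these data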;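 further: signal is the Cy5 over europium emission ratio at 671 and 618 nm; 0% = plate median of compound wells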
# UHRF1 MBD2 ctr: UHRF1 methylated DNA binding inhibitors, primary screen, counter-screen for MBD2 inhibitor project, biochemical, TR-FRET, human UHRF1, single concentration. inhibition, % at 4.4 µM. 370,000 compounds, 0.75% hits. UHRF1 binding to methylated oligo. E3 ubiquitin-protein ligase UHRF1 (Homo sapiens), Q96T88; in the data active means inhibition above about 21%;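 further: UHRF1 SRA domain binding a hemimethylated CpG hairpin DNA probe; 0% = median of test compound wells and 100% = reference inhibitor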
# rCAG binder: binders of r(CAG) RNA repeats, primary screen, biochemical, fluorescence; 370,000 compounds, 1.3% hits; AID 651821, 2012; r(CAG) RNA repeat, TO-PRO-1 dye displacement fluorescence; inhibition, % at 3 µM;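 active means inhibition above the plate cutoff, the mean of all test compounds on that plate plus 3 SD, cut at about 35% in these data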;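 further: 0% = DMSO alone and 100% = 100 µM mitoxantrone as full dye displacement; higher means more dye released from RNA so lower well fluorescence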
# TCR CD3 inh: inhibitors of human TCR-CD3 interaction, primary screen, biochemical, fluorescence, TAMRA-labeled TCR probe | T-cell receptor (TCR) | inhibition, % at 9.4 µM | 360,000 compounds, 0.37% hits | AID 651800, 2012; in the data active means inhibition above about 19%;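 further: recombinant mutant TCR 2C K166C tagged with TAMRA read by polarization; 0% = receptor in buffer alone and 100% = receptor with positive control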
# PRMT1 inh: PRMT1 methyltransferase inhibitors, primary screen, biochemical, fluorescence polarization. inhibition, % at 2.79 µM. recombinant PRMT1, activity-based probe fluorescence polarization. Protein arginine N-methyltransferase 1 (Homo sapiens), Q99873. 370,000 compounds, 1.3% hits;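 active means inhibition above about 21% made by adding two undisclosed values, limit read from the data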
# HTRA1 inhibitor: HTRA1 serine protease inhibitors, primary screen, biochemical, fluorescence polarization, HTS. recombinant HTRA1, FP-rhodamine activity-based probe. Q92743. inhibition, % at 5.96 µM. 340,000 compounds, 0.5% hits. AID 504803, 2011; in the data active means inhibition above about 36%;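 further: 0% = enzyme with DMSO and 100% = wells lacking enzyme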
# MBD2 inh: inhibitors of MBD2 binding to methylated DNA, primary screen, biochemical, TR-FRET, DNA-binding domain, human; MBD2 binding to methylated oligonucleotide; inhibition, % at 4.4 µM; Methyl-CpG-binding domain protein 2 (Homo sapiens), Q9UBB5; 370,000 compounds, 0.31% hits; in the data active means inhibition above about 13%
# Active calls of the source: *; . = not tested or not shown. This is a subset; the hit share may differ from the screen's.
SMILES,PG9 Ab binder,mABHD4 FP,NR1D1 modulator,LEDGF integ inh,UHRF1 MBD2 ctr,rCAG binder,TCR CD3 inh,PRMT1 inh,HTRA1 inhibitor,MBD2 inh
NS(=O)(=O)c1ccc(N2N=C(c3ccccc3)CC2c2cccc(Cl)c2)cc1 (stereo not drawn),0.9,-44,-6,-6,4,11,3,9,-17,7
CC(=O)Nc1nc2c(C)cc(NC(=O)C3CCCCC3)cc2s1,-0.4,3,4,0,-1,-1,7,-2,2,4
COc1ccc(F)cc1S(=O)(=O)N1CCCN(S(=O)(=O)c2cc(F)ccc2OC)CC1,-0.1,3,-1,1,3,-2,6,-2,-2,-4
CCCC(=O)Nc1nc2nc(-c3ccccc3)cc(=O)n2[nH]1,0.3,-3,8,1,-2,4,3,3,4,-2
C=CCNC(=O)COC(=O)c1oc2ccccc2c1CSC1CCCCC1,1.0,-13,0,-1,-1,-3,0,-5,-20,-5
COc1ccc(NS(=O)(=O)c2ccc(NC(=O)c3ccc(CN4CCOCC4)cc3)cc2)cc1,-0.2,-6,0,1,0,7,1,-1,-13,1
CCCCCn1c(=O)[nH]c2cc(C(=O)NCCCN3CCCCC3)ccc2c1=O,2.5,-8,-6,5,6,7,-11,-1,1,6
CC(C)n1c(CN2CCN(Cc3ccccc3)CC2)nc2ccccc21,-0.6,-1,3,6,6,-8,-11,-3,-2,2
Cc1nc2ccccc2n1/N=C/c1cccnc1,0.3,-4,0,4,-3,-3,-6,-1,5,-4
CS(=O)(=O)NNC(=O)C1Cc2c(ccc3ccccc23)O1 (stereo not drawn),-1.0,-2,-4,-2,0,2,-5,1,-2,-3
CCC(C)(C)NC(=O)C(c1ccc(OC)cc1)N(CC1CCCO1)C(=O)CCC(=O)Nc1cc(C)on1 (stereo not drawn),1.1,5,0,-3,0,-8,-1,0,2,-5
CC(c1ccco1)N(C(=O)C12CC3CC(CC(C3)C1)C2)c1ccccn1 (stereo not drawn),-1.5,3,-1,-1,-3,-7,0,-2,1,-2
c1ccc(-c2nnc(CN3CCC4(CC3)OCCO4)o2)cc1,-0.7,2,-2,-3,0,-3,0,-2,6,-3
CCOc1ccc(/C=N/OCC(=O)Nc2ccc(OCc3ccccc3)cc2)cc1OC,-0.2,-5,2,4,-1,1,6,-1,-19,-4
CCn1c(CN2CCOCC2)nnc1SCC(=O)Nc1ccc(C)cc1,1.9,1,0,-3,1,-6,-2,4,-1,3
O=C(COC(=O)c1cc(Cl)ccc1O)NCCNC(=O)COC(=O)c1cc(Cl)ccc1O,2.7,-1,14,0,0,1,-2,-2,3,-2
COc1ccc(CC(=O)O/N=C(\N)c2cccc([N+](=O)[O-])c2)cc1,0.1,2,-1,6,-1,0,-1,-1,-2,4
COc1ccc2cc(C(C)c3nc4ccccc4c(=O)n3N)ccc2c1 (stereo not drawn),-0.6,-8,-1,-1,2,-1,-6,1,-37,2
Cc1ccc(O)c(C=Nc2ccc3[nH]ncc3c2)c1,-2.8,4,-9,1,-8,-1,-10,4,9,-10
Cc1ccc(C2=C/C(=C\c3cccnc3)C(=O)O2)cc1,1.0,-11,-3,-1,6,3,8,5,-1,7
O=C(Cn1c(SCC(=O)NC2CCCC2)nnc1-c1ccncc1)Nc1ccc2c(c1)OCO2,0.1,5,1,1,1,-1,0,2,-2,3
O=C(NNC(=S)Nc1ccccc1)c1cccc(Br)c1,-0.1,2,1,4,1,14,1,-1,-4,12
COc1ccc(C(=O)COC(=O)c2ccc(Cl)nc2)cc1OC,0.3,5,2,-3,5,-9,0,1,-4,-1
CC(C)n1c(N2CCN(CC(=O)Nc3ccc4c(c3)OCCO4)CC2)nc2ccccc21,0.0,-2,2,2,2,-5,-5,2,3,-1
COc1ccccc1NC(=O)COC(=O)CCS(=O)(=O)c1ccc(C)cc1,-2.7,2,5,2,-2,-3,3,-8,0,6
CC(=O)Nc1ccc(S(=O)(=O)N(C)CC(=O)Nc2ccc(F)c(F)c2F)cc1,-2.0,2,-1,8,5,1,-2,-4,-8,-7
COc1ccc(OCc2n[nH]c(=S)n2N)cc1,1.9,-1,3,3,-3,-2,4,4,5,-1
CCOc1cc(/C=N/NC(=O)c2cccnc2)cc(Br)c1OCC(N)=O,1.8,-5,-6,0,-1,-1,5,-2,4,-1
C=CCNC(=S)NNC(=O)c1cccc(Br)c1,-2.2,3,7,-1,-1,2,9,-3,-4,-4
COc1ccc(S(=O)(=O)Nc2cc3c4c(oc3c3ccccc23)CC(C)(C)CC4=O)cc1,-3.9,-26,6,2,1,15,6,1,-67,-1
COc1cc(/C=c2\sc3n(c2=O)CCCN=3)ccc1O,-5.7,3,0,0,-6,-6,-1,1,5,-7
O=C(NN(C(=O)c1ccccc1)c1cccs1)c1ccccc1,-0.6,-4,-5,3,-1,2,2,-5,-3,-4
CC1=C(C(=O)NCc2ccc(Cl)cc2)C2(CCC(C)CC2)OC1=O (stereo not drawn),4.2,-2,2,-4,-3,-5,-7,2,-6,-7
COc1ccc(C(C(=O)OCCN(C)C)c2ccccc2)cc1 (stereo not drawn),0.0,5,-5,2,2,-11,-3,1,-2,-5
O=C1COc2ccccc2CN1,-1.8,-5,0,-1,0,4,2,-3,9,2
COc1ccc(NS(=O)(=O)c2cccc(C(=O)N/N=C/c3cccs3)c2)cc1,-3.2,-36,6,2,-3,9,0,1,-2,1
Nc1ccn([C@@H]2O[C@H](CNS(=O)(=O)c3cc4ccccc4s3)[C@@H](O)[C@H]2O)c(=O)n1,0.5,5,3,11,-1,1,-1,1,-3,0
Cc1ccnc2nc(C(=O)OCCOc3ccc(Cl)cc3)nn12,1.3,-3,3,0,3,-7,3,-2,-2,1
O=C(NC1CC2CCCC(C1)N2Cc1ccccc1)c1cccc(Cl)c1 (stereo not drawn),-0.6,5,-4,-3,4,-2,-1,4,11,6
Cc1ccc(CCNS(=O)(=O)c2c(C)nc3sccn3c2=O)cc1,0.9,-5,-5,9,23*,3,1,-4,1,5
CCOC(=O)C1=C(C)N(CCCC(=O)O)C(=O)NC1c1ccc(OC)cc1 (stereo not drawn),-0.2,6,3,0,3,6,4,3,1,-3
O=C(O)C1CCC(=O)N1Cc1ccc(F)cc1 (stereo not drawn),-1.8,-7,-2,1,-2,-1,2,-2,5,-2
COc1cc2c(cc1NC(=O)CC1SC(N3CCCC3)=NC1=O)oc1ccccc12 (stereo not drawn),-1.3,-11,-16,-1,0,18,5,-1,-24,-7
Cn1c(SCc2ccccc2F)nnc1-c1cnccn1,2.1,-5,4,2,-1,0,4,2,6,3
CCOC(=O)c1c(C)nc(-c2ccccc2)nc1NC(=O)CC,-1.3,5,-6,-4,0,-6,-5,-2,3,1
O=C(/C=C/c1ccc(OC2CSC2)cc1)c1ccc(Cl)cc1,-2.6,7,-1,-1,-1,2,3,0,-16,-7
CCOc1cc(CNCc2ccc(C(=O)O)cc2)ccc1OC,-1.1,1,3,-2,0,0,6,0,5,-1
CC(C)(C)c1ccc(CC(=O)N2CCC2(C)C(=O)NS(=O)(=O)c2ccccc2Cl)cc1 (stereo not drawn),-1.3,1,-4,-2,2,41*,-7,8,.,2
Cc1noc(C)c1S(=O)(=O)Nc1ccc2c(c1)C(=O)N([C@H](C)CO)C[C@H](C)[C@@H](CN(C)Cc1ccc(C(=O)O)cc1)O2,0.7,-4,-3,1,6,3,1,2,-1,6
O=C(CCNS(=O)(=O)c1ccc(Cl)cc1)NCc1cccnc1,1.4,6,5,-3,4,-2,-3,0,1,-3
CC(=O)Nc1ccc(NC(=O)COC(=O)c2cnccn2)cc1,-1.3,-2,-5,0,2,2,0,0,5,2
COc1ccc(NC(=O)CNC(=O)c2sc3ccccc3c2Cl)c(OC)c1,0.1,7,-4,-2,-3,7,-7,2,-2,-6
CC(=O)N1CCN(CC(=O)Nc2ccccc2Sc2ccc(Cl)cc2)CC1,-0.8,-1,5,-4,0,-6,4,2,-11,1
Cc1noc(C)c1C(=O)N1CCCC(C(=O)c2ccc(Cl)cc2)C1 (stereo not drawn),-1.1,-1,-1,3,0,-3,4,1,1,2
O=C(CSc1ccc2ccccc2n1)NC1CC1,1.8,-3,13,-3,-3,2,4,8,6,1
CC(=NCCN1CCN(C(=S)Nc2ccccc2)CC1)C1=C(O)CC(C)(C)CC1=O,-0.1,6,5,-3,1,-2,-2,1,1,4
O=c1[nH]c(CSc2nnc(-c3ccncc3)n2Cc2ccco2)nc2ccccc12,2.5,2,-5,0,0,-3,-2,3,3,-2
O=c1[nH][nH]c(C(F)(F)F)c1C=Nc1cccc(Cl)c1,1.1,-5,2,-2,9,3,6,2,4,2
O=C(CC1CCCCC1)NCc1ccco1,0.8,3,-3,-4,2,0,-1,-2,-3,-1
COc1ccccc1-c1c(C)nn2c(N3CCOCC3)cc(C)nc12,0.7,0,1,-12,1,-6,-3,6,10,0

# Looked up one by one from above, four records:
SMILES,PG9 Ab binder,mABHD4 FP,NR1D1 modulator,LEDGF integ inh,UHRF1 MBD2 ctr,rCAG binder,TCR CD3 inh,PRMT1 inh,HTRA1 inhibitor,MBD2 inh
O=C(/C=C/c1ccc(OC2CSC2)cc1)c1ccc(Cl)cc1,-2.6,7,-1,-1,-1,2,3,0,-16,-7
Cc1noc(C)c1S(=O)(=O)Nc1ccc2c(c1)C(=O)N([C@H](C)CO)C[C@H](C)[C@@H](CN(C)Cc1ccc(C(=O)O)cc1)O2,0.7,-4,-3,1,6,3,1,2,-1,6
CC(=O)Nc1ccc(NC(=O)COC(=O)c2cnccn2)cc1,-1.3,-2,-5,0,2,2,0,0,5,2
O=C(CSc1ccc2ccccc2n1)NC1CC1,1.8,-3,13,-3,-3,2,4,8,6,1

# New compounds follow
SMILES,PG9 Ab binder,mABHD4 FP,NR1D1 modulator,LEDGF integ inh,UHRF1 MBD2 ctr,rCAG binder,TCR CD3 inh,PRMT1 inh,HTRA1 inhibitor,MBD2 inh
Cc1cc(C)nc(NC(=O)/C=C/c2ccccc2Cl)c1,-1.9,4,-5,-1,-5,2,2,2,-21,-3
COc1ccc(N2CC(C(=O)N3CCC4(CC3)CC(=O)c3ccccc3O4)CC2=O)cc1 (stereo not drawn),-0.7,-1,-6,-1,1,-2,-7,4,-4,1
COc1cc(C(=S)N2CCOCC2)cc(OC)c1OC(=O)c1ccc(F)cc1,-0.5,2,-3,-4,1,-5,-5,4,-11,3
CCOc1ccc(C(=O)NC(C(=O)NCC2CCCO2)C(C)C)cc1 (stereo not drawn),-0.9,-7,-2,2,-3,-3,8,-4,7,-2
CNCc1ccccc1Sc1ccc(O)c(O)c1,6.0,35*,4,14*,17,10,11,66*,62*,12
